Screens (PubChem)
ABHD5-PLIN5 inh: ABHD5-PLIN5 interaction inhibitors, primary screen, cell lysate, split luciferase complementation, luminescence. hit rate 0.78% among 360,000. AID 602281, 2012. inhibition, % at 4 µM. Perilipin-5 (Homo sapiens) + 1-acylglycerol-3-phosphate O-acyltransferase ABHD5 (Homo …. Split G. princeps luciferase complementation, 4 h;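 active = inhibition above the mean inhibition across every tested compound plus 3 SD, cut at about 22% in these data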;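 note: 0% = DMSO only wells and the 100% control is not disclosed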
TLR9-MyD88 inh: inhibitors of TLR9-MyD88 association in cells, primary screen, cell-based, CHO, BLA complementation, fluorescence; hit rate 0.21% among 340,000; CCF4 FRET ratio; inhibition, % at 4.98 µM;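 active = inhibition above the mean over all tested compounds plus 3 SD, cut at about 21% in these data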;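 note: 0% = DMSO only wells and 100% = clavulanate BLA inhibitor control wells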
Exocytosis inh: LAMP-1 surface exposure blockers, TALL-104 cells – cell-based, flow cytometry, MLPCN library, primary screen | AID 651702, 2012 | hit rate 0.66% among 360,000 | inhibition, % at 10 µM | TALL-104 LAMP-1 surface exposure; cells stimulated with thapsigargin and PMA;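 active = inhibition above about 55%, limit read from the data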
NOD2 RIPK2 PPI: NOD2-RIPK2 binding disruptors in cells, primary screen, fluorescence, CHO cells, BLA complementation | CCF4 ratio | hit rate 0.38% among 360,000 | inhibition, % at 4.98 µM | AID 624267, 2012; in the data active = inhibition above about 21%;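 note: 0% = vehicle only and 100% = reference blocker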
NR5A2 inv ag: LRH-1 (NR5A2) inverse agonists, primary screen, cell-based, luminescence, HEK293T, StAR-luciferase reporter | Nuclear receptor subfamily 5 group A member 2 (Homo sapiens), O00482 | LRH-1 transfected, 24 h | inhibition, % at 3.6 µM | hit rate 0.13% among 360,000 | AID 602396, 2012;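 active = inhibition above the mean inhibition of all tested compounds plus 3 SD, cut at about 73% in these data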;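 note: 0% = DMSO wells and 100% = reporter-only cells lacking LRH-1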
Target sequence (O00482 whole entry, looked up): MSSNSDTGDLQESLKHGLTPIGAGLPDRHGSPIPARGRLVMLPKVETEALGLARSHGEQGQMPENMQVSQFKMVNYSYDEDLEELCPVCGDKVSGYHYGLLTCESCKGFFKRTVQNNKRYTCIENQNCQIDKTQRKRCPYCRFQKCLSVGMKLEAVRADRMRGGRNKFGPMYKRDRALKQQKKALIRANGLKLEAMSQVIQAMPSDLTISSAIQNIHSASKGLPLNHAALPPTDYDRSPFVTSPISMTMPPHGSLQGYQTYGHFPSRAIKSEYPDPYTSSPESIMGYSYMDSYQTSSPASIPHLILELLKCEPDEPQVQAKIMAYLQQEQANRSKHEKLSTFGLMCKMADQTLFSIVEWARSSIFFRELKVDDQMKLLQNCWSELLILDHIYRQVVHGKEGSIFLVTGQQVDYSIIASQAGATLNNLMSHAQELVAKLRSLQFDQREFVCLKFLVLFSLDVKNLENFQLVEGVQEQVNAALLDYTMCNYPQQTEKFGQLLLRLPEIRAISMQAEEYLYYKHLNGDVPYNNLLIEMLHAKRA
SRC2 inh: inhibition of GAL4-SRC2 driven luciferase reporter, primary screen, SRC2 inhibitor project, cell-based, luminescence; Nuclear receptor coactivator 2 (Homo sapiens), Q15596; HEK293 GAL4-SRC2 luciferase reporter; inhibition, % at 9 µM; hit rate 0.17% among 370,000; AID 651957, 2012;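 active = inhibition above the mean inhibition of all tested compounds plus 3 SD, set per campaign, cut at about 52% in these data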;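 note: 0% = DMSO treated cells and 100% = cells given Gossypol at 36 µM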
NCOA1 inh: SRC1 coactivator transcriptional activity inhibitors, primary screen, cell-based, luminescence | inhibition, % at 3.6 µM | hit rate 0.12% among 360,000 | HEK293 GAL4-SRC1 luciferase reporter | Nuclear receptor coactivator 1 (Homo sapiens), Q15788;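 active = inhibition above the campaign mean plus 3 SD, with each screening campaign given its own cutoff, cut at about 60% in these data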;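 note: 0% = DMSO treated cells and 100% = gossypol at 36 µM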
NR2F2 inh: NR2F2 transcriptional activity inhibitors, primary screen, cell-based, luciferase reporter, HEK293T, luminescence; inhibition, % at 8.6 µM; COUP transcription factor 2 (Homo sapiens), P24468; AID 686940, 2013; HEK293T NGFI-A luciferase reporter; hit rate 0.7% among 370,000;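 active = inhibition above a per-plate cutoff, mean inhibition of test wells between control levels plus 3 SD, cut at about 38% in these data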;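 note: cells cotransfected with COUP-TFII expression vector driving the NGFI-A reporter; 0% = median of COUP-TF2 test wells and 100% = reporter-only cells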
Target sequence (P24468 whole entry, looked up): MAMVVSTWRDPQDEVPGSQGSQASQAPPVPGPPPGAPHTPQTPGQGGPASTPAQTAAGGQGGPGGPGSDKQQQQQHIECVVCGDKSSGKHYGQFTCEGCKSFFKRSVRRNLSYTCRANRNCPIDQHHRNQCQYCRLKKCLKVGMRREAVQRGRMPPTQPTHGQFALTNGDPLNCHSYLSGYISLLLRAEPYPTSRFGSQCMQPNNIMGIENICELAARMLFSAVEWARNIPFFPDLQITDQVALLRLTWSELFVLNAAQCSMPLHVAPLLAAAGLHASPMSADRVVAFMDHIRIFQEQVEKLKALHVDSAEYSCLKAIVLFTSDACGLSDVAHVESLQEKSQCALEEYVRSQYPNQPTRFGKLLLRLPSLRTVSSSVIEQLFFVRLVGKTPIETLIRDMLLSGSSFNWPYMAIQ
NCOA3 inh: SRC3 coactivator transcriptional activity inhibitors, primary screen, cell-based, luminescence; HEK293 GAL4-SRC3 luciferase reporter; inhibition, % at 3.6 µM; hit rate 0.17% among 360,000; AID 588352, 2011;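 active = inhibition above a per-campaign cutoff, the mean of all compounds plus 3 SD, cut at about 60% in these data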;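 note: 0% = DMSO-treated cells and 100% = gossypol-treated cells at 36 µM; higher means less SRC3-driven luciferase light from the GAL4 reporter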
TROY signal inh: inhibitors of TROY-driven NF-kB signaling, primary screen, Q293 LMP1-TROYcd cells, NF-kB luciferase, uHTS; Q293 LMP1-TROYcd NF-kB luciferase reporter, 4 h; inhibition, % at 10 µM; hit rate 0.98% among 360,000;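 active = compounds whose plate-normalised and pattern-corrected inhibition of the luciferase reporter signal at the single screening dose is 50% or more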
TWEAK Fn14 block: inhibitors of TWEAK-Fn14 signaling, primary screen, luciferase reporter cells, uHTS | TWEAK-stimulated Fn14 reporter cells, luciferase luminescence, 8 h | inhibition, % at 10 µM | hit rate 2% among 360,000 | AID 1159606, 2016; in the data active = inhibition above about 50%
Numbers without * were called inactive; x = not tested or not shown. An excerpt; the hit share may differ from the screen's.

SMILES	ABHD5-PLIN5 inh	TLR9-MyD88 inh	Exocytosis inh	NOD2 RIPK2 PPI	NR5A2 inv ag	SRC2 inh	NCOA1 inh	NR2F2 inh	NCOA3 inh	TROY signal inh	TWEAK Fn14 block
C=CCONC(=O)c1cc(OCC(F)(F)F)ccc1OCC(F)(F)F	0.1	-10.7	0.4	4.4	11.1	-8.2	4.6	5.9	7.3	14.8	14.1
Cc1cc(C)nc(N2CCC(C(=O)NC3CC3)CC2)n1	12.8	-4.4	-6.6	5.8	6.0	2.7	-6.2	5.0	13.5	-12.7	22.2
CCOc1cccc2cc(-c3csc(NC(=O)CCC(=O)NCCN4CCCCC4C)n3)c(=O)oc12 (stereo unspecified)	2.5	-2.2	-2.5	4.2	-111.9	-47.1	-117.0	-46.5	-96.4	-22.0	-8.8
COc1ccc(CC(=O)NCc2ccccn2)cc1OC	-0.9	-1.7	-2.8	0.1	14.3	-5.2	-10.8	5.3	7.4	33.7	-2.6
N#Cc1nc(COc2ccccc2Cl)oc1N1CCCCCC1	2.3	1.4	-0.8	-3.9	-7.3	-5.5	-34.7	9.7	-3.5	8.8	12.5
COc1ccc(S(=O)(=O)Cc2ccc(C(=O)NC(C)C)o2)cc1	1.7	4.9	-2.9	-5.8	16.2	-18.4	9.8	-3.3	7.0	0.2	13.9
COc1ccc(N(CC(=O)NCC2CCCO2)S(=O)(=O)c2c(C)noc2C)cc1 (stereo unspecified)	-2.9	-6.1	-1.8	0.5	-0.2	-15.6	2.1	-14.0	14.2	16.5	4.5
c1ccn2cc(CSc3nnc4ccccn34)nc2c1	-0.3	5.4	-2.8	-3.6	-117.8	-60.3	-60.8	-50.5	-52.2	-3.2	7.2
COc1ccc(N2C(=O)c3ccccc3C2O)cc1 (stereo unspecified)	1.0	-1.8	2.7	1.3	-30.7	-37.8	-24.5	-13.3	-32.1	-16.2	-4.3
Cc1ccc(CN2CCN(Cc3ccc(O)cc3)CC2CCO)o1 (stereo unspecified)	2.1	10.7	-2.2	2.1	4.4	-27.5	-2.8	-2.4	17.9	13.9	3.1
c1ccc(-c2nnc3n2-c2ccccc2SC3)cc1	1.5	-7.4	0.5	1.8	-1.3	-11.7	5.3	0.5	22.4	-7.4	-17.4
O=c1[nH]cnc2scc(-c3ccccc3)c12	2.1	-4.8	0.2	-7.2	-1.6	-54.4	-11.1	-2.3	10.3	7.6	8.9
CC(=O)N1Cc2cc(C(=O)NCc3cccc(F)c3)nc(-c3cccc(C4=CCCCC4)c3)c2[C@H]1CCO	9.3	x	-0.7	7.0	17.4	-8.3	x	15.0	x	21.4	24.6
CCOc1ccc(NC(=O)C(c2ccccn2)N(C(=O)CCl)c2ccc(OCC)cc2)cc1 (stereo unspecified)	4.2	-1.3	8.9	-1.1	-38.9	x	-76.5	x	-64.8	-40.4	4.7
COc1ccc(C2=C(C=C(C#N)C#N)C(c3ccccc3C)c3ccccc3O2)cc1OC (stereo unspecified)	1.2	-12.8	-4.4	1.9	7.4	7.5	-4.2	-17.8	17.5	-8.0	28.8
Cc1ccc(C(=O)N/N=C\c2cc3c(cc2Br)OCO3)s1	4.7	11.5	-2.6	3.2	0.5	-25.6	-28.2	2.1	5.4	-53.6	-46.8
Cn1c(=O)[nH]c(=O)c2[nH]c(CN3CCN(Cc4ccccc4)CC3)nc21	-1.0	8.9	1.5	3.3	23.0	-5.6	-9.4	7.1	-0.2	-0.7	-0.4
CCOc1ccc(CCNS(=O)(=O)c2c(C)nc3sccn3c2=O)cc1OCC	2.6	x	-3.3	-1.1	-15.5	-27.7	-6.5	4.4	-26.8	-9.6	-2.3
Cc1ccc(SCc2cn3c(C)cc(C)nc3n2)cc1	-7.8	3.4	12.3	2.5	-20.5	-15.2	-20.8	-6.6	-21.0	-36.8	-0.9
COC(=O)N/N=C/c1ccc(/C=N/NC(=O)OC)cc1	3.5	-1.6	1.3	7.0	5.2	-22.4	-48.3	-18.3	-9.4	9.1	1.2
COCC(C)n1c(SCC(=O)N2CCOCC2)nc2ccccc2c1=O (stereo unspecified)	-4.1	10.0	1.4	6.0	30.0	-13.4	-0.7	-8.4	-1.3	6.1	-4.2
Cc1csc2c(=O)sc(NC(=O)c3ccco3)nc12	-0.5	6.1	3.6	5.2	-16.9	-20.0	-3.1	14.7	18.4	-13.8	1.1
C=CCn1c(COc2cccc(C)c2)nnc1SCC(=O)NC(=O)NCc1ccco1	9.2	-4.0	-1.5	1.1	-13.2	7.4	9.0	-11.6	1.8	-1.1	5.6
COc1cc2c(cc1OC)C1(Nc3c-2c(-c2ccccc2)nn3-c2ccccc2)C(=O)Nc2ccccc21 (stereo unspecified)	15.9	9.0	5.2	-17.2	-16.6	3.1	10.8	-0.7	16.0	-10.7	6.7
CCCC[C@@H]1CC2=C(C(=O)OC(C)(C)O2)[C@@H](c2ccc(Cl)cc2)O1	-3.6	x	-1.3	-4.2	0.3	0.6	x	-3.4	x	-0.1	12.8
CCC(c1nnc(SCC(=O)NNC(=O)c2ccccc2)n1Cc1ccccc1)N(C)C (stereo unspecified)	0.6	10.4	-3.4	0.2	-5.9	-15.8	-5.0	-5.0	18.5	4.3	8.9
C=CC[C@@H](CC(=O)NCCO)C(=O)NCCOC(=O)[C@@H](CC=C)Cc1ccc(F)cc1	-3.7	0.7	1.2	2.1	24.1	-5.7	-8.2	1.1	17.1	10.7	6.3
O=C(COC(=O)C1CCC(=O)N1)Nc1ccccc1OC(F)F (stereo unspecified)	-7.4	3.8	-0.2	0.7	3.6	6.0	-4.9	7.3	-12.7	-7.4	-2.4
CN(C)/C=C/C(=O)c1ccc(Cl)cc1	-1.7	5.2	1.8	0.0	3.0	-18.9	0.8	17.7	-3.0	-27.9	-10.4
Cc1cccc(CN2CCN(CC(=O)NCCCN3CCCC3=O)C2=O)c1	5.7	5.5	1.5	-3.0	13.2	-0.8	-25.9	-6.9	5.8	-17.0	-14.7
Cc1cc(C)c(C#N)c(OCC(=O)c2ccc(Br)cc2)n1	-0.7	-5.7	4.0	1.5	-2.6	-11.4	3.7	-2.9	19.0	-14.6	-19.9
COc1cc(OC)cc(-c2c(-c3ccc(F)cc3)c3cc(-c4cnc(OC)nc4)ccc3n2C)c1	1.1	-5.0	-6.0	-3.8	-3.2	0.6	-0.4	-6.8	-8.1	4.4	-45.4
O=c1c2[nH]cnc2n(-c2ccccc2)c(=O)n1Cc1ccccc1	-6.2	3.0	4.0	-2.0	12.4	-6.7	3.8	11.2	-7.1	6.8	7.3
Clc1ccccc1-c1cnc2sc(NCc3ccc4c(c3)OCO4)nn12	13.1	x	11.7	-5.5	-3.2	10.9	-5.3	0.6	-15.5	-24.7	-8.3
CN1CCN(C(=O)CSc2nnc(COc3ccccc3)o2)CC1	5.5	5.0	-3.1	3.8	16.9	-10.6	3.2	-2.8	9.4	-17.1	-0.2
COc1cccc(C(c2nnnn2CCc2ccccc2)N2CCN(c3ccccc3)CC2)c1OC (stereo unspecified)	-3.1	-8.1	0.2	-4.0	-0.4	14.9	-84.5	11.2	-13.0	0.3	-10.9
Cc1cc(C)n(CC(=O)N/N=C/c2cc([N+](=O)[O-])ccc2O)n1	0.4	-7.1	-5.6	0.6	24.9	0.8	12.5	6.7	20.1	8.7	18.7
CCCCCCCCN1C(=O)[C@H](CC(=O)NCc2ccc(OC)c(OC)c2)C[C@@]2(C(=O)OC)CC(C)(C)CC=C12	1.7	x	2.4	9.2	-20.1	-4.7	x	9.5	x	x	x
CCCCN(C(C)=O)C1CC(=O)N(c2ccc(OCCC)cc2)C1=O (stereo unspecified)	-5.0	-2.9	-0.3	-11.5	-14.1	-26.4	7.1	0.7	-5.8	-7.7	-9.2
COc1ccc(NC(=O)c2ccc(OCc3c(C)noc3C)c(OC)c2)cn1	0.1	6.0	-2.2	-13.6	-5.8	-6.2	-1.3	14.1	9.3	16.8	5.5

Record cards, from the list above. Order of screens: ABHD5-PLIN5 inh | TLR9-MyD88 inh | Exocytosis inh | NOD2 RIPK2 PPI | NR5A2 inv ag | SRC2 inh | NCOA1 inh | NR2F2 inh | NCOA3 inh | TROY signal inh | TWEAK Fn14 block
`Cc1cccc(CN2CCN(CC(=O)NCCCN3CCCC3=O)C2=O)c1` is listed with 5.7 | 5.5 | 1.5 | -3.0 | 13.2 | -0.8 | -25.9 | -6.9 | 5.8 | -17.0 | -14.7
`CCCCCCCCN1C(=O)[C@H](CC(=O)NCc2ccc(OC)c(OC)c2)C[C@@]2(C(=O)OC)CC(C)(C)CC=C12` is listed with 1.7 | x | 2.4 | 9.2 | -20.1 | -4.7 | x | 9.5 | x | x | x

The listing continues.
SMILES	ABHD5-PLIN5 inh	TLR9-MyD88 inh	Exocytosis inh	NOD2 RIPK2 PPI	NR5A2 inv ag	SRC2 inh	NCOA1 inh	NR2F2 inh	NCOA3 inh	TROY signal inh	TWEAK Fn14 block
CCCCNC(=O)C1(C)CCCCN1C(=O)c1ccc(C)c(F)c1 (stereo unspecified)	0.0	x	0.2	-3.0	10.2	15.9	-2.2	-4.8	-5.2	-6.3	0.8
Cc1csc(NC(=O)CSc2nnc(C)c(=O)n2N)n1	-9.2	-1.2	-3.4	1.6	2.8	-0.3	-1.2	14.3	3.6	4.8	-9.1
COc1ccc(NS(=O)(=O)c2cccc(C(=O)NN=C(C)c3ccco3)c2)cc1	4.9	10.1	0.4	-7.5	10.1	-6.0	-3.1	-14.2	10.2	4.3	-2.7
O=C(COc1ccc2c3c(c(=O)oc2c1)CCCC3)NCCCN1CCOCC1	9.6	-10.2	-4.4	-7.7	50.7	-15.9	-14.6	4.2	-17.9	-5.8	16.4
CC(=O)N1N=C(c2cccs2)CC1c1ccc(Br)cc1 (stereo unspecified)	-1.6	-10.4	-0.7	-11.8	-29.5	-19.6	-29.1	11.8	5.1	-24.0	-53.1
CSc1ncccc1C(=O)NCC1CCCCC1	-5.7	-4.9	-0.2	-5.9	-18.5	-49.0	-0.4	-21.1	-3.1	-1.0	-5.7
Cc1ccccc1NC1=C(Cl)C(=O)OC1OC(C)C (stereo unspecified)	2.2	0.6	-4.5	5.5	7.6	3.1	-35.8	0.6	4.2	-10.4	-3.0
CCN(CC)C(=O)CN1C(=O)C2(OCC(C)(c3ccccc3)CO2)c2ccccc21 (stereo unspecified)	-2.8	0.7	-0.8	1.7	-13.4	12.4	0.4	-2.8	-17.9	6.5	2.0
Cc1c(C2Nc3ccccc3C(=O)N2O)cnn1C (stereo unspecified)	-3.3	-0.9	-1.2	-2.4	-2.2	-21.5	-19.6	-8.6	-26.4	-12.2	-10.2
CN(C)S(=O)(=O)c1ccc(Cl)c(C(=O)Nc2nc3ccccc3[nH]2)c1	5.5	-2.4	0.4	-8.1	3.6	-3.4	-2.5	14.2	3.1	2.4	-6.6
